TRPN1 ag = zebrafish TRPN1 (NompC) channel agonism; HEK293 zebrafish TRPN1-YFP, Fluo-8 calcium fluorescence; 100% = response to 87 µM carbachol; activation, % at 3 µM; 220,000 tested, 0.18% active; AID 1424;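 active means activation above its plate's cutoff, the mean activation of test wells on that plate plus 3 SD, cut at about 19% in these data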;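 further: 0% = DMSO alone and 100% = 87 µM carbachol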
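System: zebrafish TRPN1-YFP in HEK293 cells / Dosing: 3 µM single point / Timing: dye loading 1 h at 37 °C, then 30 min room temperature / Signal: Fluo-8 calcium fluorescence, excitation 470-495 nm, emission 515-575 nm / Read-out basis: percent activation from peak over basal fluorescence ratio, control-normalized / Control set: high carbachol 87 µM, low DMSO alone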
PERK inh = inhibitors of human PERK kinase | Q9NZJ5 | CHO PERK-DD fusion, SEAP luminescence translation reporter | AID 1416 | 220,000 tested, 0.17% active | inhibition, % at 5.6 µM;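 active means inhibition above the mean inhibition of all tested compounds plus 3 SD, set separately per screening campaign, cut at about 2.9% in these data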;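 further: PERK kinase domain activated by AP20187 dimerizer at 100 nM; 0% = DMSO with dimerizer and 100% = rapamycin at 8.4 µM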
EP2 modulator = EP2 receptor (human) modulation | P43116 | EP2-expressing cells, cAMP HTRF FRET, PGE2 co-stimulation | induction, % at 25 µM | 260,000 tested, 0.83% active;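 active means compounds whose cAMP rise, as percent of the full-agonist control response, exceeds 60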;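 further: rat C6 glioma line stably carrying human EP2 under a CMV promoter; the protocol text gives 20 µM as final concentration; 100% = response of wells given 1 µM PGE2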
Target sequence (P43116 whole entry, looked up): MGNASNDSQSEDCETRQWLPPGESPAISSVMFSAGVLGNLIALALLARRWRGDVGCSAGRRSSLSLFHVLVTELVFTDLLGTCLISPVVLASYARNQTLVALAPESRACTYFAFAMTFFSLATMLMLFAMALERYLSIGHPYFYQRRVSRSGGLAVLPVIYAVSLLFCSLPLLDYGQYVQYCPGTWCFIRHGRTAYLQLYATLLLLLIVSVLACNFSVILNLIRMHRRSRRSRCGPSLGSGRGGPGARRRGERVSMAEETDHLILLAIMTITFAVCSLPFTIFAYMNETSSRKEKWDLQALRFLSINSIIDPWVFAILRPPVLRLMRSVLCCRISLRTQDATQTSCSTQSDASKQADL
BaF3 tox = reduces parental Ba/F3 cell viability, JAK2V617F counter-screen. CellTiter-Glo ATP luminescence. inhibition, % at 5.6 µM. 220,000 tested, 1.1% active;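 active means inhibition above a per-campaign cutoff, the mean inhibition of all tested compounds plus 3 SD, cut at about 27% in these data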;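 further: 0% = DMSO wells and 100% = JAK Inhibitor I control wells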
TRPML3 agonist = agonists of human TRPML3 channel; Q8TDD5; HEK293 TRPML3-YFP, Fluo-8 calcium fluorescence; 100% = the carbachol control signal; activation, % at 3 µM; 220,000 tested, 0.29% active; AID 1448;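 active means activation above its plate's cutoff, the mean activation of the plate's test wells plus 3 SD, cut at about 12% in these data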;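 further: 0% = DMSO only wells and 100% = carbachol wells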
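Material: HEK293 cells stably carrying human TRPML3-YFP; compound dosing: single dose, 3 µM final nominal compound, 0.3% DMSO final; incubation: 1-h 37 °C dye load, 5-s basal, 120-s post-compound reads; technique: Fluo-8 intracellular calcium fluorescence, excitation 470-495 nm, emission 515-575 nm; read-out basis: percent activation from peak-to-basal fluorescence ratio, scaled between DMSO and carbachol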
S1P4 agonist = human S1P4 receptor agonism; AID 1509; O95977; 220,000 tested, 0.35% active; activation, % at 4.98 µM; S1P4-expressing cell line, agonist reporter assay; in the data active means activation above about 11%;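 further: 0% = DMSO vehicle and 100% = reference agonist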
Target sequence (O95977 whole entry, looked up): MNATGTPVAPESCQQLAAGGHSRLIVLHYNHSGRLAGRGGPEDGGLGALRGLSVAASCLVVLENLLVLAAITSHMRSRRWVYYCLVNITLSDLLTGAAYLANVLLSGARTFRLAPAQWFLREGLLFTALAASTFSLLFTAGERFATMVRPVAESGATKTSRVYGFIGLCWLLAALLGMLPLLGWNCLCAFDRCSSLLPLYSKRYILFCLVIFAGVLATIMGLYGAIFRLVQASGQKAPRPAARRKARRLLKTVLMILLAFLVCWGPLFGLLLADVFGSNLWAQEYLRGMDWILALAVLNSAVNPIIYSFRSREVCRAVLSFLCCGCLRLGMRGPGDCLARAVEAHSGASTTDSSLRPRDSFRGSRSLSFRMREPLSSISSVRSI
m-calpain inh = blocks pig calpain II enzyme activity; purified calpain II, fluorogenic peptide substrate, 30 min; inhibition, % at 16 µM; 220,000 tested, 0.37% active; AID 1236;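 active means inhibition above about 50%, limit read from the data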
S1P4 antag = human S1P4 receptor antagonism. S1P4-expressing cells, antagonist mode, reporter read-out. AID 1510. inhibition, % at 4.98 µM. O95977. 220,000 tested, 0.26% active; in the data active means inhibition above about 29%;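 further: 0% = wells stimulated with agonist and 100% = vehicle wells without agonist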
Ba/F3 V617F tox = lowers viability of Ba/F3 cells expressing EpoR and JAK2V617F; 220,000 tested, 1.1% active; ATP luminescence; inhibition, % at 5.6 µM;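 active means inhibition above the campaign mean plus 3 SD over all tested compounds, cut at about 24% in these data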;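 further: cytokine-independent growth of Ba/F3 cells driven by EpoR plus mutant JAK2; 0% = DMSO-treated cells and 100% = JAK inhibitor I control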
Starred values were filed as active, the others as inactive; i = inactive; nt = not tested or not shown. Compounds as they come; about 3.6% have a hit in one of these screens.

Every second line gives: TRPN1 ag	PERK inh	EP2 modulator	BaF3 tox	TRPML3 agonist	S1P4 agonist	m-calpain inh	S1P4 antag	Ba/F3 V617F tox
1	Cc1ccc(S(=O)(=O)N2CCN(C(=O)c3cccs3)CC2)c(C)c1
 : 1.2	-0.2	-88	2	1.6	1.4	-5	-25	-2
2	CC(=O)N1N=C(c2ccncc2)OC12CCCC2
 : -0.4	1.4	24	0	0.3	-2.0	-106	-3	-2
3	COc1ccccc1NC(=O)C1=C(C)Nc2nnnn2C1c1ccccn1 (stereo not given)
 : -1.4	0.9	1	7	-0.2	-2.1	-9	11	-1
4	O=S(=O)(Nc1nc2ccccc2nc1NCc1ccco1)c1ccc(Cl)cc1
 : 1.8	0.2	3	2	0.7	-0.6	-30	-1	-2
5	Cc1cccc(N2CCN(CC(O)COc3ccccc3Cl)CC2)c1 (stereo not given)
 : 0.1	1.2	-14	2	-0.2	0.3	14	-10	-2
6	CCOC(=O)CN1N=C(/C=C/c2ccc(C(C)C)cc2)CCC1=O
 : 0.3	1.4	-17	5	0.1	2.3	55*	-12	-2
7	Cc1noc(C)c1S(=O)(=O)N1CCC(C(=O)NCCc2ccc(S(N)(=O)=O)cc2)CC1
 : -0.6	0.5	-8	2	-0.3	0.1	-14	-7	-1
8	CCOC(=O)c1cc(NC(=O)CC(C)(C)CC(=O)O)ccc1N1CCCCC1
 : -0.3	-0.5	16	4	0.4	0.8	7	-9	-1
9	Nc1cc(C(=O)OCC(=O)N2CCCC2)ccc1Cl
 : 0.8	0.1	nt	1	-0.2	2.1	nt	-11	-4
10	Cc1cc(=O)[nH]c(SCC(=O)N2CCc3ccccc3C2)n1
 : -0.5	1.0	-29	1	0.3	-2.4	-31	-6	-2
11	Cc1cc(C)n2nc(C(=O)N3CCN(Cc4ccc5c(c4)OCO5)CC3)nc2n1
 : -0.5	1.4	2	0	0.1	-0.7	-15	0	-3
12	CCc1ccccc1NC(=O)CSc1nnc([C@@H](N)Cc2ccccc2)o1
 : 1.0	0.8	11	4	0.2	-1.0	-12	-10	-2
13	CC1CCC/C(=N\NC(=O)COc2ccc(Cl)cc2Cl)C1 (stereo not given)
 : 0.5	-0.8	38	7	0.5	4.3	8	8	2
14	COc1cc2c(cc1OC)-c1cc(Nc3ccc4c(c3)OCCO4)nc(=O)n1CC2
 : -0.7	0.8	56	2	0.1	-0.6	-101	-20	0
15	O=C(COc1ccc(Br)cc1CNC1CCCC1)Nc1ccccc1
 : 3.4	0.6	-25	6	2.1	1.2	-3	4	2
16	Cc1ncc([N+](=O)[O-])n1CCOC(=O)c1ccc(Br)cc1
 : -1.4	-0.5	-44	1	-0.6	0.9	35	-5	-2
17	CCC(CC)C(=O)Nc1c2c(nn1-c1ccc(OC)cc1)CS(=O)C2 (stereo not given)
 : 0.1	0.9	15	-1	0.4	-1.1	-17	-22	-4
18	COc1ccc(N2CCN(c3oc(COc4ccccc4Cl)nc3C#N)CC2)cc1
 : 0.1	-1.0	-7	4	0.4	0.6	41	-7	1
19	CCOC(=O)C1CCCN(CCC(=O)Nc2ccc(C)c(C)c2)C1 (stereo not given)
 : 0.1	-0.9	22	1	1.6	1.7	2	-4	6
20	CCCOc1ccc(C(=O)NCC(c2cccs2)N(C)C)cc1 (stereo not given)
 : 0.7	-0.5	9	1	0.3	1.5	25	6	6
21	Cc1ccc(C(=O)Nc2onc(C)c2C#N)cc1
 : 1.0	1.0	13	2	1.2	-1.0	4	7	-1
22	O=C(c1ccccc1)c1ccc(N2CCNCC2)cc1
 : 0.3	-0.2	-2	5	0.3	-0.1	-16	7	1
23	CCC(=O)N1CC2(CC(c3cccc([N+](=O)[O-])c3)=NO2)C[C@H]1C(=O)NCC(N)=O (stereo not given in full)
 : -0.1	1.4	5	2	0.5	0.2	7	-4	1
24	N#CCCn1cc(C(CC(=O)c2ccccc2)C(=O)O)c2ccccc21 (stereo not given)
 : 2.3	0.6	4	0	0.1	-0.7	-8	1	0
25	CC(=O)N=c1sccn1CC(=O)c1ccc([N+](=O)[O-])cc1
 : 0.5	1.2	-6	-2	0.1	2.0	24	-3	1
26	COc1ccc(NC(=O)CSc2nnc(Cn3c(=O)sc4ccccc43)n2C)c(OC)c1
 : -1.0	1.0	11	7	-0.6	-0.2	-14	2	-3
27	CCc1cccc(C)c1NC(=O)COn1nnc2ccc(C(F)(F)F)cc21
 : 0.3	0.7	28	1	-0.1	0.9	1	4	11
28	Cc1cc(C)c2c(N)c(C(=O)NN3CC(=O)N(c4ccccc4F)CC3=O)sc2n1
 : 0.3	0.3	-8	4	1.0	-1.9	i	13	0
29	CN(C(=O)COc1ccc(C(C)(C)C)cc1)C1CCS(=O)(=O)C1 (stereo not given)
 : 0.0	2.0	2	6	0.0	0.1	-29	-1	0
30	COc1ccc(-c2nc(NC(=O)c3cc(C(C)(C)C)nn3C)sc2C)cc1
 : -0.2	-0.7	17	0	-0.2	-0.1	-28	-14	1
31	CSc1nc2ccc(S(=O)(=O)N3CCOCC3)cc2s1
 : 0.7	-0.2	-13	4	0.1	-0.6	-19	-9	-1
32	O=C(Nc1nnc(-c2ccccc2Cl)o1)c1ccc(S(=O)(=O)N2CCCCCC2)cc1
 : -0.6	0.5	6	0	0.0	-1.6	-84	15	-3
33	Cc1ccc(NC(=O)CCC(=O)N/N=C/c2cc([N+](=O)[O-])ccc2O)cc1
 : 2.0	0.8	-5	3	0.9	0.1	13	-11	-4
34	COc1ccc(-c2noc(CNC(=O)Nc3ccc(F)cc3)n2)cc1
 : -1.5	-0.2	-41	0	-0.3	-0.3	18	-14	-3
35	Cc1nc2ncnn2c(C)c1C/C=C/c1ccccc1
 : 0.2	1.0	-14	3	0.8	-1.4	-20	0	-2
36	COc1cccc(C2N(c3ccccn3)C(=O)C3CCCN32)c1OC (stereo not given)
 : 0.5	1.3	3	0	1.2	-0.6	-10	-3	-3
37	CCCCC(=O)Nc1ccc2c(c1)oc1ccccc12
 : 1.8	0.7	-26	6	1.6	0.3	-10	-3	-1
38	O=C(NCc1ccccc1)C1=C[C@@H](C2CCCCC2)C[C@@H](OCc2ccc(CO)cc2)O1
 : 0.1	1.4	-33	3	-0.4	0.0	36	1	-3
39	CC(C)(C)c1ccc(C(=O)c2c[nH]c(C(=O)NCc3ccco3)c2)cc1
 : 1.1	-0.5	4	13	-0.1	-0.7	9	-4	4
40	CCN1C(=O)C2(C(C#N)=C(N)Oc3n[nH]c(COC)c32)c2ccccc21 (stereo not given)
 : 0.6	0.8	16	7	0.7	1.9	-16	-24	3

Values by screen from the list.
TRPN1 ag, entries 29–37, in order: 0.0, -0.2, 0.7, -0.6, 2.0, -1.5, 0.2, 0.5, 1.8

Record cards (already shown). Order of screens: TRPN1 ag | PERK inh | EP2 modulator | BaF3 tox | TRPML3 agonist | S1P4 agonist | m-calpain inh | S1P4 antag | Ba/F3 V617F tox
Cc1ccc(C(=O)Nc2onc(C)c2C#N)cc1 is listed with 1.0 | 1.0 | 13 | 2 | 1.2 | -1.0 | 4 | 7 | -1
O=C(c1ccccc1)c1ccc(N2CCNCC2)cc1 is listed with 0.3 | -0.2 | -2 | 5 | 0.3 | -0.1 | -16 | 7 | 1
Cc1nc2ncnn2c(C)c1C/C=C/c1ccccc1 is listed with 0.2 | 1.0 | -14 | 3 | 0.8 | -1.4 | -20 | 0 | -2

The results go on:
Every second line gives: TRPN1 ag	PERK inh	EP2 modulator	BaF3 tox	TRPML3 agonist	S1P4 agonist	m-calpain inh	S1P4 antag	Ba/F3 V617F tox
41	Cc1ccc(C2c3c(oc4ccccc4c3=O)C(=O)N2c2nnc(C)s2)o1 (stereo not given)
 : 0.8	-0.8	nt	5	0.3	-0.6	nt	1	-4
42	COc1ccc2nc(-c3ccco3)c(-c3ccco3)nc2c1
 : 0.0	1.3	-4	4	0.3	2.0	-300	-5	0
43	Cc1nc(N2CCCCC2)sc1C(=O)c1ccc(SCCO)c([N+](=O)[O-])c1
 : 1.5	1.6	-2	5	0.7	-1.8	22	-9	4
44	Cc1cc(C(=O)N2CCC(Cc3ccccc3)CC2)ccc1[N+](=O)[O-]
 : 0.1	-0.4	-57	5	-0.5	-1.2	7	0	2
45	CCOC(=O)c1nnc(-c2ccccc2)nc1Sc1c(Cl)cccc1Cl
 : -0.6	-0.8	20	3	0.2	-2.4	4	-16	0
46	O=C(Cn1c(=O)oc2cc(S(=O)(=O)N3CCCCC3)ccc21)N1CCc2ccccc2C1
 : 0.9	0.5	-45	4	0.1	-2.1	-13	-27	-4
47	Cc1nnc(SCC(=O)NC(=O)NCCC(C)C)s1
 : -1.4	0.5	7	6	0.8	0.4	-13	-14	-2
48	CCn1ncc(NC(=O)Nc2cccc(C(F)(F)F)c2)c1C(N)=O
 : 1.6	-0.1	30	1	0.5	3.2	-44	-22	2
49	Cc1cc(C)n2nc(C(=O)N/N=C/c3cccc(Cl)c3)nc2n1
 : 1.0	0.9	-22	-3	0.4	0.3	9	-5	0
50	Cc1nc(NC(=O)CSc2nnc(C)n2CC2CCCO2)sc1C (stereo not given)
 : -0.4	1.1	12	7	0.8	0.6	-1	-1	-1
51	CC1CCCCN1Cc1nc2c(c(=O)n(C)c(=O)n2C)n1CCCc1ccccc1 (stereo not given)
 : 0.4	-0.8	nt	1	-0.1	-1.4	nt	5	-4

Rewritten with one line to a screen: entries from further up
50: Cc1nc(NC(=O)CSc2nnc(C)n2CC2CCCO2)sc1C (stereo not given)
51: CC1CCCCN1Cc1nc2c(c(=O)n(C)c(=O)n2C)n1CCCc1ccccc1 (stereo not given)
entry no.	50	51
TRPN1 ag	-0.4	0.4
PERK inh	1.1	-0.8
EP2 modulator	12	nt
BaF3 tox	7	1
TRPML3 agonist	0.8	-0.1
S1P4 agonist	0.6	-1.4
m-calpain inh	-1	nt
S1P4 antag	-1	5
Ba/F3 V617F tox	-1	-4

Source: PubChem BioAssay
